High-throughput results (PubChem)
PhoP GFP inhibition – PhoP regulon inhibitors, Salmonella typhi PhoP promoter GFP reporter, confirmatory (AID 1850) | Salmonella Typhi PhoP-promoter GFP reporter, fluorescence, 4 h; higher % means a stronger effect | inhibition, % at 50 µM, or IC50 in µM where a hit was titrated | 0.33% of 310,000 active; in the data active means a potency from the dose series; inconclusive means inhibition mostly from about 25% at the one dose, without a potency; inactive means the rest, 99 in 100 with inhibition below about 19%;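 further: 0% = induced wells with vehicle and 100% = uninduced wells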
H1N1 NS1A inhibition – H1N1 influenza NS1A inhibitors, functional cell based assay (AID 504329); NS1A functional cell-based assay, percent inhibition; higher % means a stronger effect; inhibition, % at 12.5 µM, or IC50 in µM where a hit was titrated; 0.3% of 340,000 active; in the data active means a potency from the dose series; inconclusive means inhibition above about 27% without an active follow-up result; further: strong numbers were not always called active
M. tuberculosis HTS – M. tuberculosis growth inhibition, HTS (AID 449762); M. tuberculosis H37Rv growth inhibition, 7H9 media; higher % means a stronger effect; inhibition, % at 25 µM, or IC50 in µM where a hit was titrated; 0.59% of 330,000 active; in the data active means a potency from the dose series; inconclusive means inhibition above about 70% without an active follow-up result;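 further: bacterial growth assessed after seven days of incubation; strong numbers were not always called active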
M. tuberculosis – growth inhibition of non-replicating M. tuberculosis (AID 488890) | Mycobacterium tuberculosis non-replicating, growth inhibition; higher % means a stronger effect | inhibition, % at 25 µM; hits with a dose series show IC50 in µM | 0.39% of 320,000 active; in the data active means a potency from the dose series; inconclusive means inhibition mostly from about 82% at the one dose, without a potency; inactive means the rest, 99 in 100 with inhibition below about 76%;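 further: plate controls were DMSO cells for no effect and high antibiotic wells for full effect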
VEEV TC-83 Vero – inhibitors of VEEV TC-83 cytopathic effect, confirmation, Vero cells (AID 588727); Vero cells, VEEV TC-83 cytopathic effect inhibition; higher % means a stronger effect; 0.13% of 350,000 active; inhibition, % at 20 µM, or IC50 in µM where a hit was titrated; in the data active means a potency from the dose series; inconclusive means inhibition mostly from about 14% at the one dose, without a potency; inactive means the rest, 99 in 100 with inhibition below about 12%; further: strong numbers were not always called active
VEEV TC-83 Vero 10K pilot screen – second read-out of VEEV TC-83 Vero, no call of its own (marks repeat the call); inhibition, %; measured here: 10K pilot screen inhibition
* marks the source's active call; other numbers are inactive results; i = inactive; ? = inconclusive; / = not tested or not shown.

SMILES	PhoP GFP inhibition	H1N1 NS1A inhibition	M. tuberculosis HTS	M. tuberculosis	VEEV TC-83 Vero	others
COc1ccccc1NC(=S)NCCc1ccccc1	-3%	-2%	2%	64%	4.9%
NNC(=S)Nc1cccc(-c2n[nH]c(=S)o2)c1	10%	-10%	5%	-16%	i
COc1c(C)cccc1C(=O)Nc1cc(-c2nn3c(C)nnc3s2)ccc1C	3%	-3%	-4%	13%	8.6%
CCNC(=S)NNC(=S)NCc1ccccc1	-2%	5%	4%	22%	1.4%
CCC(=O)c1ccc(OCC(=O)OC(C)C(=O)N2CCc3ccccc32)cc1 (stereo not drawn)	6%	-2%	70%	12%	i
CCSc1nnc(NC(=O)C2CCCN(S(=O)(=O)c3cnc[nH]3)C2)s1 (stereo not drawn)	-17%	4%	-10%	2%	0.7%
O=C(CCCN1C(=O)c2ccccc2C1=O)Nc1c2c(nc3c1CCC3)CCC2	/	8%	/	/	0.8%
OC1CCN(C(c2ccc3ncccc3c2)c2nnnn2C2CCCCC2)CC1 (stereo not drawn)	1%	-4%	-6%	21%	0.1%
CCCc1ccc(OCc2ccc(C(=O)Nc3cccc(C)n3)o2)c(OC)c1	-2%	1%	6%	23%	0.9%
Nc1ccc(S(N)(=O)=O)cc1N	11%	14%	0%	-3%	0.5%

Part of the list above in order of molar mass, largest number first:
SMILES	PhoP GFP inhibition	H1N1 NS1A inhibition	M. tuberculosis HTS	M. tuberculosis	VEEV TC-83 Vero	others
CCSc1nnc(NC(=O)C2CCCN(S(=O)(=O)c3cnc[nH]3)C2)s1 (stereo not drawn)	-17%	4%	-10%	2%	0.7%
CCCc1ccc(OCc2ccc(C(=O)Nc3cccc(C)n3)o2)c(OC)c1	-2%	1%	6%	23%	0.9%
CCNC(=S)NNC(=S)NCc1ccccc1	-2%	5%	4%	22%	1.4%
NNC(=S)Nc1cccc(-c2n[nH]c(=S)o2)c1	10%	-10%	5%	-16%	i

Continuation:
SMILES	PhoP GFP inhibition	H1N1 NS1A inhibition	M. tuberculosis HTS	M. tuberculosis	VEEV TC-83 Vero	others
Cc1ccc(COc2ccc(CNCCCN3CCCCCC3=O)cc2)cc1	5%	-6%	17%	28%	i
N#Cc1ccccc1OCC(=O)NC(=O)NCc1ccco1	-3%	16%	1%	-2%	0.7%
CC(C)c1ccccc1OCC(=O)Nc1ccc2[nH]ncc2c1	-2%	2%	6%	25%	8.0%
O=C(Nc1c(C(=O)NCc2ccco2)cnn1-c1ccccc1)c1cccc(F)c1	0%	-1%	1%	26%	2.6%	VEEV TC-83 Vero 10K pilot screen=2.1
COc1cc(Cl)ccc1OCc1cc(C(=O)N(C)Cc2cn(C)nc2C)no1	-6%	-5%	-7%	-3%	5.1%
O=C(OCC(=O)N1CCOCC1)c1cc2ccccc2oc1=O	/	-24%	-9%	4%	1.6%
FC(F)(F)c1ccc(Nc2nnnc3ccccc23)cc1	9%	-3%	90µM*	8%	0.1%
CC(C)N(CCO)C(=O)C(c1ccccc1)c1ccccc1	-8%	0%	2%	3%	0.2%
CNc1nc2ccccc2n(C)c1=O	2%	3%	-4%	-9%	i
CCOC(=O)C1CCN(C(=O)CNC(=O)c2nn(-c3ccc(OC)c(Cl)c3)c(=O)c3ccccc23)CC1	-18%	8%	14%	1%	7.2%
COc1ccc(-n2c(Cc3cccn3C)nnc2SCC(=O)NC2CCCC2)cc1	20%	9%	-9%	18%	1.3%
COc1cccc(CN2CCN(C(=O)c3ccc(-c4ccccc4)cc3)CC2)c1OC	-1%	-10%	10%	16%	1.2%
COc1ccc(F)cc1CN1CCN(C(=O)c2ccc(S(=O)(=O)N3CCCCCC3)cc2)CC1	/	-5%	/	/	4.8%
CCCC1(C(=O)OC)NC(c2ccc(OC)cc2OC)C2C(=O)N(c3cccc(C(C)=O)c3)C(=O)C21 (stereo not drawn)	13%	-2%	4%	18%	0.5%
CCOC(=O)c1ccc(NC(=O)C(CC)CC)cc1	0%	3%	-4%	-6%	2.1%
OC(CN1CCN(Cc2ccccc2)CC1)c1ccc(F)cc1 (stereo not drawn)	-1%	-4%	-1%	-12%	i
CCC(C)[C@H](NC(=O)Nc1ccc(C)cc1C)C(=O)O (stereo partly drawn)	6%	-11%	1%	-6%	0.1%
COc1ccc(/C=C(/NC(=O)c2ccccc2)C(=O)NCCCn2ccnc2)cc1OC	6%	-3%	1%	-9%	0.2%
CCOC(=O)C1(Cc2ccccc2)CCCN(C2CCN(C(C)=O)CC2)C1 (stereo not drawn)	-9%	-4%	-4%	11%	0.8%
O=C(NN1C(=O)NC2(CCCCC2)C1=O)c1cc2cc(Cl)ccc2o1	/	-9%	1%	27%	1.1%
O=C(CCCSc1nc2ccccc2s1)NC1=NCCS1	0%	1%	1%	?	i
Cc1ccc(NC(=O)CN2C(=O)COc3ccc(C)cc32)nc1	-6%	3%	-11%	2%	2.0%	VEEV TC-83 Vero 10K pilot screen=1.5
CC1(c2ccccc2)NC(=O)N(CC(=O)Nc2ccc(S(N)(=O)=O)cc2)C1=O (stereo not drawn)	9%	7%	1%	-14%	1.4%
Cc1[nH]nc2c1C1(C(=O)Nc3ccc([N+](=O)[O-])cc31)C(C#N)=C(N)O2 (stereo not drawn)	-3%	11%	3%	-6%	0.1%
CCOC(=O)c1nnc(-c2ccccc2)nc1N1CC(C)OC(C)C1 (stereo not drawn)	-5%	6%	4%	4%	0.4%
CC(=O)CCc1oc2c([N+](=O)[O-])cccc2c1-c1ccc(C)o1	-3%	4%	3%	37%	3.9%
CC(C)CNC(=O)NC(=O)COc1ncnc2sccc12	-1%	-10%	2%	11%	i	VEEV TC-83 Vero 10K pilot screen=0.0
COc1cc2c(cc1OC)CN(C(=O)C(CCSC)NS(=O)(=O)c1ccc(C)cc1)CC2 (stereo not drawn)	-1%	-9%	-2%	0%	1.6%
O=C(CSc1ncnc2c1cnn2-c1ccc(F)cc1)NC1CCCC1	5%	17%	-5%	5%	1.9%
Nc1nonc1-n1nnc(C(=O)N/N=C/c2cccc(F)c2)c1-c1ccccc1	5%	1%	0%	13%	4.1%
Cc1cc(C(C)(C)C)cc(C)c1COC(=O)c1cccnc1	5%	1%	0%	21%	1.7%
CCc1nc(SCC(=O)NNC(=O)C(C)C)c2ccccc2n1	2%	-43%	-10%	17%	i
Cc1ccc(S(=O)(=O)c2cc3c(=O)n4ccccc4nc3n(CCCN3CCOCC3)c2=N)cc1C	0%	9%	2%	35%	9.5%
COc1cc(/C=N\NC(=O)c2ccc(=O)[nH]n2)cc(OC)c1OC	-8%	6%	-10%	-7%	6.8%
CN(CC(=O)Nc1ccc(F)cc1)C(=O)c1cc2c(s1)CCCCC2	9%	-10%	-5%	0%	8.3%
COc1ccc(CN=C2NC(=O)CC(C(=O)Nc3ccc(F)cc3)S2)cc1 (stereo not drawn)	-1%	-7%	-7%	-3%	i	VEEV TC-83 Vero 10K pilot screen=0.6
Cc1cc(C(F)(F)F)n2ncc(-c3cccc(Br)c3)c2n1	6%	4%	7%	-3%	i
Cc1c(C(=O)NCc2ccccc2)c(-c2ccccc2)nn1-c1ccccc1	-3%	-12%	-1%	25%	0.6%
Cc1ccc(NC(=O)Cn2c(=O)n(CCCCC(=O)NCc3ccco3)c(=O)c3ccccc32)cc1	-2%	-1%	-1%	16%	1.3%
COc1ccc(OC)c(NC(=O)CN2CCC(C(=O)c3ccc(C)cc3)CC2)c1	1%	16%	?	31%	2.2%
COc1cc(CCCN2C(=S)NC[C@H]2Cc2ccc(O)cc2)cc(OC)c1OC	5%	-5%	-1%	10%	0.8%
CCOC(=O)c1cnc(-n2nc(C)cc2C)nc1Oc1ccc(C(=O)OC)cc1	-7%	/	4%	21%	0.7%
Cc1ccc(-n2ncc3c2CCCC3NC(=O)CCCN2CCCC2=O)cc1C (stereo not drawn)	-5%	24%	-3%	12%	0.9%
N#Cc1ccccc1NCc1ccccc1	-5%	-4%	-2%	-10%	0.6%
Cc1c(Br)c(=O)oc2c(Br)c(O)c(O)cc12	-6%	1%	-2%	2%	2.8%
CC(C)CN1C(=O)c2ccc(C(=O)Nc3ccccc3C(=O)O)cc2C1=O	2%	-5%	-4%	25%	i
CC1(c2ccc(OC(F)F)cc2)NC(=O)N(CC(=O)Nc2ccc(Cl)cc2F)C1=O (stereo not drawn)	12%	-1%	-6%	5%	1.1%
O=C(CCCc1ccccc1)Nc1ccnn1C1CCN(Cc2ccccc2F)CC1	-5%	-11%	-12%	1%	5.1%
CCOC(=O)C1=NNC(C(=O)c2ccccc2)C1c1ccc(C)cc1 (stereo not drawn)	-3%	-22%	-2%	14%	0.6%
CCn1c2ccc(C)cc2c2nc3cc(C(=O)O)ccc3nc21	-10%	-4%	2%	17%	i
Next records:
SMILES	PhoP GFP inhibition	H1N1 NS1A inhibition	M. tuberculosis HTS	M. tuberculosis	VEEV TC-83 Vero	others
Cc1nn(C)cc1C(=O)NNC(=S)Nc1ccc(Cl)cc1	13%	0%	-1%	32%	3.6%	VEEV TC-83 Vero 10K pilot screen=1.4
CCn1cc(C(=O)N2CCCC2)c(=O)c2cc(S(=O)(=O)N3CCC(C)CC3)ccc21	4%	0%	-7%	-4%	2.1%
COc1ccc(OC)c(/C=N/N(CCC#N)C2=NS(=O)(=O)c3ccccc32)c1	-4%	1%	12%	-14%	i
COc1ccc(CCNC(=O)COC(=O)CSc2ccc(C(N)=O)cc2[N+](=O)[O-])cc1OC	/	-3%	/	/	i
CN(C(=O)CSc1ccncc1)C1CCCN(Cc2ccccc2F)C1 (stereo not drawn)	0%	-8%	0%	-9%	i
CCC(C)NC(=O)CSc1nnc(-c2ccoc2C)n1CC1CCCO1 (stereo not drawn)	-10%	5%	-1%	-4%	i
CCCS(=O)(=O)c1nc(C)cc(C)c1S(C)(=O)=O	0%	3%	-11%	-20%	i
O=[N+]([O-])c1cc(C(F)(F)F)ccc1Sc1ccc2ccccc2n1	-7%	2%	6%	49%	i
CCOC(=O)c1cnc(-n2nc(C)cc2C)nc1Nc1cccc(C(C)=O)c1	2%	2%	63%	47%	1.0%
O=c1c2c(nc3n1CCCCC3)-c1ccccc1CC21CCCC1	-11%	2%	5%	6%	i
CCN(C[C@H]1N[C@@](Cc2ccccc2)(C(=O)OC)[C@H]2C(=O)N(Cc3ccccc3)C(=O)[C@@H]12)S(=O)(=O)c1ccc(C(C)(C)C)cc1	/	-8%	-3%	-8%	i
Cc1cnc(-n2c(=S)[nH]c3ccccc3c2=O)s1	/	-8%	-13%	60%	1.0%
O=C(O)CSc1cc(NS(=O)(=O)c2cccc([N+](=O)[O-])c2)c2ccccc2c1O	/	0%	/	/	1.2%
COc1cccc(NC(=O)Nc2nnc(N3CCCCC3C)s2)c1 (stereo not drawn)	-13%	2%	2%	/	9.6%
CCCCCc1nnc(NC(=O)C2=COCCO2)s1	-2%	-1%	0%	6%	3.4%
CCCC1(C(=O)OCC)NC(c2ccc(O)cc2)C2C(=O)N(c3cccc(C(C)=O)c3)C(=O)C21 (stereo not drawn)	-7%	-1%	5%	18%	1.2%
CC1CCc2c(nc3nc[nH]n3c2=O)C1 (stereo not drawn)	-25%	4%	-3%	/	0.8%
S=C(NC1CCCC1)N1CCN(c2ccccn2)CC1	-10%	-9%	-3%	19%	1.1%
CS(=O)(=O)c1ccc(-c2nnc(NC(=O)c3ccco3)o2)cc1	6%	-5%	2%	/	1.2%
CCOC(=O)CCCCC(=O)c1[nH]c(=O)[nH]c1CSc1nnc2c3ccccc3n(C(C)C)c2n1	-6%	-2%	0%	-6%	1.2%

Filtered by structure, the entries above with a COOH group
SMILES	PhoP GFP inhibition	H1N1 NS1A inhibition	M. tuberculosis HTS	M. tuberculosis	VEEV TC-83 Vero	others
CCC(C)[C@H](NC(=O)Nc1ccc(C)cc1C)C(=O)O (stereo partly drawn)	6%	-11%	1%	-6%	0.1%
CC(C)CN1C(=O)c2ccc(C(=O)Nc3ccccc3C(=O)O)cc2C1=O	2%	-5%	-4%	25%	i
CCn1c2ccc(C)cc2c2nc3cc(C(=O)O)ccc3nc21	-10%	-4%	2%	17%	i
O=C(O)CSc1cc(NS(=O)(=O)c2cccc([N+](=O)[O-])c2)c2ccccc2c1O	/	0%	/	/	1.2%

Next section.
SMILES	PhoP GFP inhibition	H1N1 NS1A inhibition	M. tuberculosis HTS	M. tuberculosis	VEEV TC-83 Vero	others
CC(=O)C1=C(C)OC(N)=C(C#N)C1c1ccco1 (stereo not drawn)	0%	18%	-3%	0%	0.7%
CCOC(=O)N1CCC(=NNc2ccc(S(N)(=O)=O)cc2[N+](=O)[O-])CC1	-10%	2%	7%	5%	i
COc1ccc(C(C)NC(=S)NC2CCCC2)cc1OC (stereo not drawn)	-5%	-4%	-3%	-3%	0.2%
O=C(c1ccc(Br)cc1)c1cc([N+](=O)[O-])ccc1N1CCOCC1	-2%	1%	1%	6%	4.0%
